Screening results: PubChem, Sanford-Burnham Center for Chemical Genomics
Gli-Sufu antag: Gli-Sufu pathway antagonists, primary screen, luciferase luminescence, Sufu-KO-LIGHT cells, uHTS; Sufu-KO-LIGHT fibroblasts, Gli luciferase reporter luminescence; inhibition, % at 5 µM; 340,000 compounds, 0.74% hits;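 active = inhibition above about 55%, limit read from the data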;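 note: 0% = DMSO-treated cells and 100% = wells with medium but no cells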
SENP7 block: SENP7 protease inhibitors, primary screen, biochemical, luminescence, uHTS. Sentrin-specific protease 7 (Homo sapiens), Q9BQF6. recombinant SENP7, Z-RLRGG-aminoluciferin luminescence, 40 min. inhibition, % at 5 µM. 330,000 compounds, 1.5% hits. AID 434973, 2010;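 active = inhibition above about 50% at the single test dose, limit read from the data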;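 note: plate controls were DMSO with enzyme for no effect and no enzyme buffer wells for full effect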
Apaf1 inhib: inhibitors of human Apaf-1 apoptosome, primary screen, biochemical, DEVD-Rh110 fluorescence, uHTS | reconstituted apoptosome caspase-3 activity | inhibition, % at 20 µM | 330,000 compounds, 0.71% hits; active = inhibition of at least 40% at 20 µM;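 note: plate controls were DMSO wells for no effect and DEVD-CHO caspase inhibitor wells for full effect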
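Assay system – apoptosome proteins · Medium – Hepes buffer, pH 7.5 · Also added – cytochrome c with DEVD-Rh110 · Timing – 30 min compound preincubation, 50 min activation, room temperature · Detection – Rh110 fluorescence, excitation 480 nm, emission 540 nm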
Jurkat NFkB inh: inhibitors of induced NF-kB luciferase reporter, primary screen, TCR NF-kB activation inhibitor project, cell-based, luminescence, uHTS | AID 435003, 2010 | 330,000 compounds, 0.53% hits | Jurkat, PMA/ionomycin-induced NF-kB luciferase reporter | inhibition, % at 4 µM
HKDC1 inh: HKDC1 hexokinase inhibitors, primary screen, biochemical, fluorescence, uHTS | recombinant HKDC1, G6PDH/diaphorase resazurin coupled fluorescence | inhibition, % at 20 µM | 340,000 compounds, 0.16% hits | AID 493160, 2011;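 active = inhibition above about 35% when tested at 20 µM, limit read from the data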;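 note: plate controls were DMSO wells with enzyme for no effect and DMSO wells lacking enzyme for full effect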
Target sequence (Q2TB90 whole entry, looked up): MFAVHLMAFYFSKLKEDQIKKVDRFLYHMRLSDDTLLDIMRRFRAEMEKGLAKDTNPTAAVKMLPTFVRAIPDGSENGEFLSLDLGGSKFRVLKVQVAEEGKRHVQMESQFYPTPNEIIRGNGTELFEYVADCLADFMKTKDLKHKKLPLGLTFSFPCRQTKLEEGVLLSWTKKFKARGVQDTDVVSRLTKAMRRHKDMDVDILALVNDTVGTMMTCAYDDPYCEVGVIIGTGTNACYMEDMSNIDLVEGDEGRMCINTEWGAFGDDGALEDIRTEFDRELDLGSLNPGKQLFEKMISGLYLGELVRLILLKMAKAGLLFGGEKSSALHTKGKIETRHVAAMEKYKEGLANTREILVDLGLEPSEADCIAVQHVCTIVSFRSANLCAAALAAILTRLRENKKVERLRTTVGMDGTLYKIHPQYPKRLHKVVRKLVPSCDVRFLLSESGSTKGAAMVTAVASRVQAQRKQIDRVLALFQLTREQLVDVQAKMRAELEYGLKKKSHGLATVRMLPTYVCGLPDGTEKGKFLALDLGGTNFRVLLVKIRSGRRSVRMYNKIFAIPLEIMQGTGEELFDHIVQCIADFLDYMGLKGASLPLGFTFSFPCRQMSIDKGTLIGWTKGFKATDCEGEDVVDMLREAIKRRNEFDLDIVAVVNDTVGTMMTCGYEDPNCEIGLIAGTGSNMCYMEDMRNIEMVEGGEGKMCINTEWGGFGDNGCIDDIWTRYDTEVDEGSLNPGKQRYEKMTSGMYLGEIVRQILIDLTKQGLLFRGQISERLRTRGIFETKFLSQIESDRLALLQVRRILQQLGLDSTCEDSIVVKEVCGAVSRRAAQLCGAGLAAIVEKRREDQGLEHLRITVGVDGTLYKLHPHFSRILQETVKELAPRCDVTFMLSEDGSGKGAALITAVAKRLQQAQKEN
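Material: recombinant HKDC1 hexokinase; Amount: HKDC1 at 5 µg/mL; Medium: Tris pH 8.0 buffer with MgCl2, Tween-20, BSA, BME; Schedule: 90 min reaction incubation at room temperature, dark; Technique: coupled resazurin fluorescence, excitation 525 nm, emission 613 nm.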
697 NFkB inh: inhibitors of PMA/ionomycin-induced NF-kB reporter, 697 cells, primary screen, B-cell NF-kB inhibitor project, cell-based, luminescence, uHTS; 697 B-cell NF-kB luciferase reporter, 16 h; inhibition, % at 4 µM; 330,000 compounds, 0.33% hits; AID 435022, 2010; in the data active = inhibition above about 35%
SENP8 inh: SENP8 protease inhibitors, primary screen, biochemical, luminescence. Sentrin-specific protease 8 (Homo sapiens), Q96LD8. purified SENP8, Z-RLRGG-aminoluciferin cleavage. inhibition, % at 10 µM. 330,000 compounds, 1.2% hits. AID 2540, 2010
UBC13 inh: UBC13 polyubiquitin chain formation inhibitors, primary screen, biochemical, TR-FRET, uHTS | Ubiquitin-conjugating enzyme E2 N (Homo sapiens), P61088 | inhibition, % at 20 µM | 330,000 compounds, 0.47% hits; in the data active = inhibition above about 45%, passing the limit was not always enough
Target sequence (P61088 whole entry, looked up): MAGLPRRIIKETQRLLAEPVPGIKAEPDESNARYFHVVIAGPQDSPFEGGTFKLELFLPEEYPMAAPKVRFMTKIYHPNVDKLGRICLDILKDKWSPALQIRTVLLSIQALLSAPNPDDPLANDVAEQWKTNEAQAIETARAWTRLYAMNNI
Active calls of the source: *. Cut-off read from the data, not from the text of the source, unless noted: active = inhibition above about 50%; inactive = the rest.

Results for Cn1nc(C(=O)NCc2ccccc2)cc1C(=O)NCc1ccccc1 ?
Gli-Sufu antag: -7; SENP7 block: 8; Apaf1 inhib: 4; Jurkat NFkB inh: -4; HKDC1 inh: 0; 697 NFkB inh: -11; SENP8 inh: 4; UBC13 inh: -4

What do the screens show for `CCN(Cc1ccccc1)C(=O)Cn1cc2c(n1)CCCC2`?
Gli-Sufu antag: 3; SENP7 block: -16; Apaf1 inhib: 1; Jurkat NFkB inh: 14; HKDC1 inh: -3; 697 NFkB inh: 2; SENP8 inh: -15; UBC13 inh: 6

What do the screens show for `Cc1noc(C)c1S(=O)(=O)N1CCCCC1`?
SENP7 block: 7; Apaf1 inhib: -15; Jurkat NFkB inh: 12; HKDC1 inh: 2; 697 NFkB inh: 6; SENP8 inh: 6; UBC13 inh: 0

How did O=C(Nc1cccnc1)c1cccnc1 do in these assays?
Gli-Sufu antag: 7; SENP7 block: -7; Apaf1 inhib: -8; Jurkat NFkB inh: -3; HKDC1 inh: -8; 697 NFkB inh: -16; SENP8 inh: -8; UBC13 inh: -3

Results for CC(C)(C)OC(=O)NCc1ccc(CNC(=O)c2ncn(Cc3ccccc3)c2C(=O)NCc2ccc(CNC(=O)OC(C)(C)C)cc2)cc1 ?
Gli-Sufu antag: -3; SENP7 block: 5; Apaf1 inhib: 18; Jurkat NFkB inh: 19; HKDC1 inh: -1; 697 NFkB inh: 5; SENP8 inh: 5; UBC13 inh: -5

How did O=C(CN1CCN(c2ccccn2)CC1)NC1CCCCC1 do in these assays?
Gli-Sufu antag: 3; SENP7 block: -1; Apaf1 inhib: -3; Jurkat NFkB inh: 6; HKDC1 inh: 2; 697 NFkB inh: -11; SENP8 inh: 0; UBC13 inh: 7

How did COCCn1c(SCc2cccnc2)nnc1-c1c[nH]c2ccccc12 do in these assays?
Gli-Sufu antag: -2; SENP7 block: 1; Apaf1 inhib: 1; Jurkat NFkB inh: -4; HKDC1 inh: -4; 697 NFkB inh: -12; SENP8 inh: 4; UBC13 inh: 1

What do the screens show for `Cc1cccc(C)c1NC(=O)CNC(=O)c1c(C)nn(C)c1Cl`?
Gli-Sufu antag: -32; SENP7 block: 4; Apaf1 inhib: -5; Jurkat NFkB inh: 5; HKDC1 inh: -5; 697 NFkB inh: 15; SENP8 inh: 5; UBC13 inh: -3

What do the screens show for `O=C(NNC(=O)C12CC3CC(CC(O)(C3)C1)C2)c1csc(N2CCOCC2)n1`?
Gli-Sufu antag: -4; SENP7 block: -3; Apaf1 inhib: 6; Jurkat NFkB inh: -8; HKDC1 inh: -6; 697 NFkB inh: -27; SENP8 inh: -4; UBC13 inh: -6

Results for Nc1ncnc(N)c1N=Nc1ccccc1 ?
Gli-Sufu antag: -24; SENP7 block: 1; Apaf1 inhib: 4; Jurkat NFkB inh: 2; HKDC1 inh: -5; 697 NFkB inh: 26; SENP8 inh: -4; UBC13 inh: -16

What do the screens show for `Cc1ccc(C(=O)Nc2ccc(N3CCN(S(C)(=O)=O)CC3)cc2)cc1`?
Gli-Sufu antag: -16; SENP7 block: 5; Apaf1 inhib: -6; Jurkat NFkB inh: -28; HKDC1 inh: 0; 697 NFkB inh: 13; SENP8 inh: -2; UBC13 inh: 3

What do the screens show for `Cc1cccc(C)c1NC(=O)CCS(=O)(=O)c1cccc2nsnc12`?
Gli-Sufu antag: 4; SENP7 block: -7; Apaf1 inhib: 7; Jurkat NFkB inh: -13; HKDC1 inh: -1; 697 NFkB inh: -7; SENP8 inh: -1; UBC13 inh: -10

How did O=C(COC(=O)CNC(=O)c1ccc(Cl)c([N+](=O)[O-])c1)NC(=O)c1ccccc1 do in these assays?
Gli-Sufu antag: 2; SENP7 block: -11; Apaf1 inhib: 4; Jurkat NFkB inh: -10; HKDC1 inh: 2; 697 NFkB inh: -1; SENP8 inh: -16; UBC13 inh: 2

How did Cc1c(N=C2N=C(NC(=O)c3ccc(F)cc3)c3ccccc32)c(=O)n(-c2ccccc2)n1C do in these assays?
Gli-Sufu antag: 0; SENP7 block: 6; Apaf1 inhib: 4; Jurkat NFkB inh: -1; HKDC1 inh: 7; 697 NFkB inh: -13; SENP8 inh: 5; UBC13 inh: -72

Results for COc1ccc(-c2cc3ccc(OCC(C)=O)cc3oc2=O)cc1 ?
Gli-Sufu antag: -133; SENP7 block: 0; Apaf1 inhib: -5; Jurkat NFkB inh: -154; HKDC1 inh: -7; 697 NFkB inh: -170; SENP8 inh: 4; UBC13 inh: 15

Of the compounds above, two have a Cl atom:
What do the screens show for `Cc1cccc(C)c1NC(=O)CNC(=O)c1c(C)nn(C)c1Cl`?
Gli-Sufu antag: -32; SENP7 block: 4; Apaf1 inhib: -5; Jurkat NFkB inh: 5; HKDC1 inh: -5; 697 NFkB inh: 15; SENP8 inh: 5; UBC13 inh: -3

How did O=C(COC(=O)CNC(=O)c1ccc(Cl)c([N+](=O)[O-])c1)NC(=O)c1ccccc1 do in these assays?
Gli-Sufu antag: 2; SENP7 block: -11; Apaf1 inhib: 4; Jurkat NFkB inh: -10; HKDC1 inh: 2; 697 NFkB inh: -1; SENP8 inh: -16; UBC13 inh: 2

Additional compounds follow.
What do the screens show for `CCCCCCN1Cc2ccccc2C1`?
Gli-Sufu antag: -3; SENP7 block: 0; Apaf1 inhib: 3; Jurkat NFkB inh: -6; HKDC1 inh: -6; 697 NFkB inh: -1; SENP8 inh: 2; UBC13 inh: -3

How did NC(=O)c1ccc(Nc2ccc([N+](=O)[O-])cc2[N+](=O)[O-])cc1 do in these assays?
Gli-Sufu antag: 4; SENP7 block: -4; Apaf1 inhib: 3; Jurkat NFkB inh: -5; HKDC1 inh: -2; 697 NFkB inh: 6; SENP8 inh: 3; UBC13 inh: -24

Results for C/C(=N\Nc1nc(C(=O)O)cs1)c1ccccc1 ?
Gli-Sufu antag: -7; SENP7 block: 8; Apaf1 inhib: 3; Jurkat NFkB inh: 6; HKDC1 inh: -3; 697 NFkB inh: -7; SENP8 inh: -10; UBC13 inh: -4

What do the screens show for `Cc1ccc(C(=O)NCC(=O)NCC(=O)OCC(=O)c2ccc([N+](=O)[O-])cc2)cc1`?
Gli-Sufu antag: 0; SENP7 block: -7; Apaf1 inhib: 16; Jurkat NFkB inh: -3; HKDC1 inh: -5; 697 NFkB inh: 7; SENP8 inh: -8; UBC13 inh: -15

Results for O=C(Cn1ncc2c(=O)oc3ccccc3c21)N1CCc2ccccc2C1 ?
Gli-Sufu antag: -5; SENP7 block: 0; Apaf1 inhib: 7; Jurkat NFkB inh: -10; HKDC1 inh: -3; 697 NFkB inh: 7; SENP8 inh: -5; UBC13 inh: 6

Results for Cc1cc(/C=C2/NC(=O)NC2=O)c(C)n1-c1ccncc1 ?
Gli-Sufu antag: 2; SENP7 block: 3; Apaf1 inhib: -20; Jurkat NFkB inh: 8; HKDC1 inh: 1; 697 NFkB inh: 8; SENP8 inh: -3; UBC13 inh: 11

Results for COc1ccc(CCN2CC(C(=O)Nc3ccc(S(C)(=O)=O)cc3)CC2=O)cc1OC (configuration not stated) ?
Gli-Sufu antag: -5; SENP7 block: -10; Apaf1 inhib: -4; Jurkat NFkB inh: 12; HKDC1 inh: -2; 697 NFkB inh: 7; SENP8 inh: -4; UBC13 inh: 1

What do the screens show for `CCOc1ccccc1C(=O)N1CCC(n2nnc3cc(C(F)(F)F)ccc32)CC1`?
Gli-Sufu antag: 8; SENP7 block: -3; Apaf1 inhib: 15; Jurkat NFkB inh: 1; HKDC1 inh: -1; 697 NFkB inh: -7; SENP8 inh: -2; UBC13 inh: 0

How did O=C(COC(=O)c1ccc(N2CCCC2=O)cc1)c1ccccc1 do in these assays?
Gli-Sufu antag: -17; SENP7 block: 10; Apaf1 inhib: 1; Jurkat NFkB inh: -1; HKDC1 inh: 2; 697 NFkB inh: -38; SENP8 inh: -7; UBC13 inh: 4

Results for CC1(C)CC(=O)C(CC2=C(N)CC(C)(C)CC2=O)=C(N)C1 ?
Gli-Sufu antag: 1; SENP7 block: 0; Apaf1 inhib: 0; Jurkat NFkB inh: -13; HKDC1 inh: 1; 697 NFkB inh: 19; SENP8 inh: 3; UBC13 inh: 8

Results for CC(=O)NC1Sc2ccccc2N=C1c1ccccc1 (configuration not stated) ?
Gli-Sufu antag: 2; SENP7 block: 85*; Apaf1 inhib: 10; Jurkat NFkB inh: -80; HKDC1 inh: -6; 697 NFkB inh: -145; SENP8 inh: 84*; UBC13 inh: -4

How did O=C(COC(=O)c1ccccc1O)Nc1cccc(S(=O)(=O)NC2=NCCCCC2)c1 do in these assays?
Gli-Sufu antag: 2; SENP7 block: -4; Apaf1 inhib: -12; Jurkat NFkB inh: -14; HKDC1 inh: -4; 697 NFkB inh: -1; SENP8 inh: -6; UBC13 inh: -6

Results for CCSc1nnc(NC(=O)Cc2cccc(OC)c2)s1 ?
Gli-Sufu antag: -7; SENP7 block: 0; Apaf1 inhib: 4; Jurkat NFkB inh: -4; HKDC1 inh: -3; 697 NFkB inh: 8; SENP8 inh: -6; UBC13 inh: 1

How did Nc1ncnc2c1ncn2C1OC(C(=O)NC2CC2)C(O)C1O (configuration not stated) do in these assays?
Gli-Sufu antag: -8; SENP7 block: -2; Apaf1 inhib: 2; Jurkat NFkB inh: -2; HKDC1 inh: -4; 697 NFkB inh: -25; SENP8 inh: -9; UBC13 inh: -24

Results for Cc1ccc(Nc2nc(N3CCOCC3)nc(N3CCOCC3)n2)cc1C ?
Gli-Sufu antag: 57*; SENP7 block: -5; Apaf1 inhib: 9; Jurkat NFkB inh: 32; HKDC1 inh: 5; 697 NFkB inh: 55*; SENP8 inh: 13; UBC13 inh: 6

Three compounds from above, ordered by number of heavy atoms, highest first.
Results for COc1ccc(CCN2CC(C(=O)Nc3ccc(S(C)(=O)=O)cc3)CC2=O)cc1OC (configuration not stated) ?
Gli-Sufu antag: -5; SENP7 block: -10; Apaf1 inhib: -4; Jurkat NFkB inh: 12; HKDC1 inh: -2; 697 NFkB inh: 7; SENP8 inh: -4; UBC13 inh: 1

Results for Cc1ccc(Nc2nc(N3CCOCC3)nc(N3CCOCC3)n2)cc1C ?
Gli-Sufu antag: 57*; SENP7 block: -5; Apaf1 inhib: 9; Jurkat NFkB inh: 32; HKDC1 inh: 5; 697 NFkB inh: 55*; SENP8 inh: 13; UBC13 inh: 6

Results for CCSc1nnc(NC(=O)Cc2cccc(OC)c2)s1 ?
Gli-Sufu antag: -7; SENP7 block: 0; Apaf1 inhib: 4; Jurkat NFkB inh: -4; HKDC1 inh: -3; 697 NFkB inh: 8; SENP8 inh: -6; UBC13 inh: 1

Continuation.
What do the screens show for `O=C(NCc1ccc(Cl)cc1)C1CCCN(c2cnccn2)C1` (configuration not stated)?
Gli-Sufu antag: 22; SENP7 block: 4; Apaf1 inhib: -8; Jurkat NFkB inh: -3; HKDC1 inh: -7; 697 NFkB inh: -3; SENP8 inh: 3; UBC13 inh: 1

What do the screens show for `COc1ccc(-c2cc(C(=O)N3CCN(c4ccccc4OC)CC3)no2)cc1OC`?
Gli-Sufu antag: 13; SENP7 block: 2; Apaf1 inhib: 10; Jurkat NFkB inh: -3; HKDC1 inh: -2; 697 NFkB inh: -9; SENP8 inh: 2; UBC13 inh: 2

What do the screens show for `CCOc1ccccc1C1C(C(N)=O)=C(C)Nc2nc(-c3ccccc3Cl)nn21` (configuration not stated)?
Gli-Sufu antag: 3; SENP7 block: 6; Apaf1 inhib: 12; Jurkat NFkB inh: -20; HKDC1 inh: 1; 697 NFkB inh: -15; SENP8 inh: 0; UBC13 inh: -2

Results for CNc1c(NS(=O)(=O)c2ccc(F)c(Cl)c2)c(=O)oc2ccccc12 ?
Gli-Sufu antag: -20; SENP7 block: -7; Apaf1 inhib: 1; Jurkat NFkB inh: -7; HKDC1 inh: -5; 697 NFkB inh: 19; SENP8 inh: -3; UBC13 inh: 3
